# L3MBTL1 block: inhibitors of human L3MBTL1; Potency, µM (titrated, usually from 57.1 µM), for the others: top-dose activity, negative = inhibition, hits mostly inhibitors; actives 0.66% (n = 230,000); Q9Y468; AlphaScreen L3MBTL1–H3K9me1 peptide binding; active = well fitted inhibition curve with a large enough effect; inconclusive = small, poorly fitted or top-dose-only effect; inactive = no such curve, though single readings can be large or run the other way; note: nearly all actives have a fitted effect of over 60% in size
# Target sequence (Q9Y468 whole entry, looked up): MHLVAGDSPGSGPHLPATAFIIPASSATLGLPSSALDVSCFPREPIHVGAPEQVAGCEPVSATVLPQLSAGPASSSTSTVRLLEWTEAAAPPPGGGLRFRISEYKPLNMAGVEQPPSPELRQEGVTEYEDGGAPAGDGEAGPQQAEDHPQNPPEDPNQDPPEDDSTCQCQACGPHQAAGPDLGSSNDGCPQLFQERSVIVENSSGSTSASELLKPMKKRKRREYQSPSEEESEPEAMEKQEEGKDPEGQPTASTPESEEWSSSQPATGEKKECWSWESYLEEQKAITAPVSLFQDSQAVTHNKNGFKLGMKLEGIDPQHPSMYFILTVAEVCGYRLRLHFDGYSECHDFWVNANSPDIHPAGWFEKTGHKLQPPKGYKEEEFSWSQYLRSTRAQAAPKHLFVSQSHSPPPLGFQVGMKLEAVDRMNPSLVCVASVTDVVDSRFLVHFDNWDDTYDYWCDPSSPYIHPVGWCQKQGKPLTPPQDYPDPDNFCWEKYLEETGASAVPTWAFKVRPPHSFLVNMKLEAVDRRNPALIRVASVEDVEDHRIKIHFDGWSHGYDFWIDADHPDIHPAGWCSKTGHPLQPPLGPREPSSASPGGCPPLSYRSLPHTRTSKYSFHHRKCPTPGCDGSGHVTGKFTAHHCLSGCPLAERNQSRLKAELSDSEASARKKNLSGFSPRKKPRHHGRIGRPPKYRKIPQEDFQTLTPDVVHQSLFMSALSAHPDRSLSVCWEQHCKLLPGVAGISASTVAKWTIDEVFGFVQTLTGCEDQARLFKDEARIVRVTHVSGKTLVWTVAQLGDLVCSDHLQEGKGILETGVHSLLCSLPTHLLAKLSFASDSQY
#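 L3MBTL1 50 nM + b-AHA-H3(1-15)K9me1 75 nM, 30 min RT; compound added, 30 min RT; streptavidin donor/Ni-chelate acceptor beads 10 ug/mL each final, 30 min RT dark; AlphaScreen read.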
# * hit, by the source's call; ? = inconclusive; & = joins results of further samples; [ ] = another dose, or the depositor's remark. % is set by controls: 0 for no effect and ±100 for the full control effect; potency is the fitted concentration of half-maximal effect.
SMILES,L3MBTL1 block
C=CCC[C@@H](Cc1ccc(F)cc1)C(=O)OC[C@H]1CCCN1C(=O)[C@@H](CC=C)CC(=O)N[C@H](CO)Cc1ccccc1,1%
CCOC(=O)c1c(NC(=O)COC(=O)Cn2cnc3c2c(=O)n(C)c(=O)n3C)sc(C)c1CC,0%
CC(=O)N1CCN(CCS(=O)(=O)c2cc(Cl)ccc2Cl)CC1,0%
Cc1cc(C)c(OCC(=O)NCCCn2nc(C)cc2C)c(C)c1,-2%
CN1C[C@H](C(=O)N[C@]2(C)O[C@@]3(O)[C@@H]4CCCN4C(=O)[C@H](Cc4ccccc4)N3C2=O)CC2c3cccc4[nH]cc(c34)C[C@H]21 (some centres undefined),-9%&-3%
CCc1cccc(NC(=O)COC(=O)c2cc([N+](=O)[O-])ccc2N2CCOCC2)c1,-6%
CSc1ccccc1NC(=O)C1=CC(c2cccs2)=NS(=O)(=O)N1C,-6%
O=C(NCCCn1ccnc1)C1CCN(S(=O)(=O)c2cc([N+](=O)[O-])ccc2Cl)CC1,2%
CCC1CCC(N2CCN(c3ccccc3F)CC2)CC1 (centres undefined),0%
O=C(Nc1ccc2c(c1)OCO2)O[C@@H]1C[C@H]2CCC(=O)N3CC[C@@H](C1)[C@@H]23,-2%
CC(=O)N1CCN(CC(=O)Nc2cccc(S(=O)(=O)N3CCCCC3)c2)CC1,-7%
COc1ccccc1N1CCN(C(=O)c2cccc(C(=O)N3CCN(c4ccccc4OC)CC3)c2)CC1,-8%
COC(=O)[C@@H](NC(=O)c1ccccc1)[C@@H](C)O,-1%
Cc1cccc(NC(=O)C2C3CCCCC32)c1 (centres undefined),3%
Cc1ccc(NC(=O)C(C)OC(=O)Cc2c[nH]c3ccccc23)cc1 (centres undefined),-2%
COCC(C)n1c(SCC(=O)NC2CCCCC2C)nc2ccccc2c1=O (centres undefined),-9%
O=C(COC(=O)CNC(=O)c1ccccc1Cl)Nc1ccccc1Cl,-2%
Cc1ccc(S(=O)(=O)NCC(=O)NCC2COc3ccccc3O2)cc1C (centres undefined),-2%
CCOC(=O)C1=C(C)N(C[C@@H]2CC[C@@H](Cc3ccc(-c4ccccc4)cc3)O2)C(=O)NC1C1CC1 (some centres undefined),-2%
COc1ccc(NC(=O)CSc2nc3[nH]ncc3c(=O)[nH]2)cc1OC,10%
C/C(=N\NC(=O)C(C)Sc1ccccc1)c1ccc([N+](=O)[O-])cc1 (centres undefined),-4%
O=C(COC(=O)COc1ccc(Br)cc1)Nc1ccc2c(c1)OCCO2,2%
O=C(COC(=O)C1CCN(c2ccc(C(F)(F)F)cn2)CC1)c1ccc(F)cc1,46%[activator]
O=C(Nc1nc(-c2ccccn2)cs1)c1cccc(S(=O)(=O)N2CCOCC2)c1,?
Cn1cncc1C#Cc1c(C=O)[nH]c2ccccc12,3%
# New compounds follow:
SMILES,L3MBTL1 block
CC1CN(C(=O)COC(=O)/C=C/c2ccc(C(F)(F)F)cc2)CC(C)O1 (centres undefined),29%
COc1ccc(Cl)cc1S(=O)(=O)N(C)CC(=O)N1CCCC1,4%
Cc1ccc(-c2cc(C(=O)N3CCOCC3)c3ccccc3n2)o1,4%
COc1ccc(CC(=O)OCC(=O)N2CCCc3ccccc32)cc1OC,11%
COc1ccc(S(=O)(=O)NCCOc2ccc(Cl)cc2)cc1,10%
N#Cc1ccccc1Sc1ccccc1C(=O)NCC(c1ccco1)N1CCCCC1 (centres undefined),7%
O=C(/C=C/c1cccc([N+](=O)[O-])c1)OCC1CCCO1 (centres undefined),-2%
CCc1ccccc1NC(=O)CNC(=O)CSC(=S)N1CCCC1,0%
S=C(NC1CC1)SCc1ccco1,-1%
O=C(CN1CCN(c2ccc(O)cc2)CC1)N(C1CC1)C1CCS(=O)(=O)C1 (centres undefined),7%
CCN(CC(=O)Nc1c(F)cccc1F)C(=O)Cc1ccc2c(c1)CCC2,-3%
COc1ccc2oc(C(=O)OC(C)C(=O)Nc3ccc(N4CCOCC4)cc3)c(C)c2c1 (centres undefined),-8%
CCN(CC(=O)Nc1ccc(NC(C)=O)cc1)C(=O)c1cc2c(s1)CCCCC2,4%
O=C(NCc1cccc(Cl)c1)c1ccc2nc(N3CCOCC3)sc2c1,7%
Cc1ccc2nc(SCC(=O)NC3CCCCC3)nc(=O)n2c1,4%
CC(CNC(=O)COC(=O)c1cccnc1Cl)c1ccccc1 (centres undefined),-4%
CC1CCCC(NC(=O)CSC2=Nc3ccccc3C3CC=NN23)C1C (centres undefined),10%
COc1cccc(CNC(=O)CN2C(=O)NC(Cc3ccccc3)(c3ccccc3)C2=O)c1 (centres undefined),5%
CCOc1ccc(NC(=O)CN2CCN(c3ccccc3C)CC2)cc1S(=O)(=O)N1CCCC1,-4%
Cn1c(=O)c2c(ncn2CC(=O)Nc2cc(S(=O)(=O)N3CCCCC3)ccc2O)n(C)c1=O,0%
C[C@@]12C(=O)Nc3ccc(Br)cc3C(=O)N1[C@H]1c3cc(Cl)ccc3OC[C@@H]1[C@@H]2c1ccccc1,-4%
CC(OC(=O)c1cc[n+]([O-])cc1)C(=O)NCc1ccccc1 (centres undefined),2%
CCOc1ccc(S(=O)(=O)NCCC(=O)NCCOc2ccccc2)cc1,2%
Cc1cc(C(=O)NCCN2CCOCC2)c2ccccc2n1,-4%
Cn1nc(C(=O)OCC(=O)N(Cc2ccccc2)C(C)(C)C)c2ccccc2c1=O,-4%
# Continuation:
SMILES,L3MBTL1 block
CCOC(=O)C1CCCN(CCC(=O)Nc2ccc(Br)c(C)c2)C1 (centres undefined),4%
CCCc1[nH]c2ccc(C(=O)OC)cc2c1CCC,?
COc1cc(OC)cc(C(=O)NC(C(=O)NNC(=O)c2cc(Cl)ccc2OC)C(C)C)c1 (centres undefined),-5%
Cc1ccc(S(=O)(=O)N2CCCCC2)cc1NC(=O)c1ccc(Cl)nc1,-2%
CCOC(=O)C1=C(COC(=O)COc2ccc(OCC)cc2)NC(=O)NC1C (centres undefined),2%
O=C(Nc1nnc(CCc2ccccc2)s1)c1ccc(F)cc1,4%
NC(=O)C1CC(=O)N(c2ccc(OCc3ccc([N+](=O)[O-])cc3)cc2)C1 (centres undefined),-1%[2.29 µM]
O=C(Nc1cccnc1)c1cc(Br)c(Br)s1,0%
Cn1c2ccccc2c2nnc(SCC(=O)Nc3cccc(O)c3)nc21,-9%
O=C(COC(=O)c1ccc(Cl)nc1)NC1CCCCCC1,4%
CN(C(=O)COc1cccc(C#N)c1)C1CCS(=O)(=O)C1 (centres undefined),4%
Cc1ccc(C(=O)NNC(=O)CCOc2cccc(C)c2)cc1,5%
Cc1noc(C)c1NC(=O)Nc1ccc2c(c1)C(=O)N([C@H](C)CO)C[C@H](C)[C@@H](CN(C)C(=O)Nc1ccc3c(c1)OCO3)O2,4%
Cc1ccc(-c2csc(NCCn3c(-c4ccncc4)nc4cc(C(F)(F)F)ccc43)n2)cc1,-8%
NC(=O)C1CCN(C(=O)c2cc3c(s2)CCCC3)CC1,4%
COC(=O)[C@@H](CC(C)C)N(Cc1ccccc1)S(=O)(=O)N(Cc1ccccc1)[C@@H](CC(C)C)C(=O)OC,7%
Cn1nc(C(=O)Nc2cc(Cl)ccc2N2CCCC2)c2ccccc2c1=O,6%
O=C(Cc1ccc(Cl)cc1)N/N=C/c1cccc(O)c1,-11%
Cc1c(C(=O)NCc2ccco2)oc2c(F)cccc12,-1%
O=C(NCCCN1CCCC1=O)c1ccc(Cl)c(S(=O)(=O)N2CCCCC2)c1,-1%
CN(C(=O)COC(=O)c1ccccc1NCCO)C1CCS(=O)(=O)C1 (centres undefined),-9%
CCOC(=O)c1c(NC(=O)COC(=O)/C=C/c2ccco2)sc2c1CC(C)(C)NC2(C)C,?
COc1ccc(CC(=O)Nc2cccnc2)cc1,-1%
COc1ccc(S(=O)(=O)N(C)C[C@H]2Oc3c(NC(=O)Nc4ccc(C(F)(F)F)cc4)cccc3C(=O)N([C@H](C)CO)C[C@@H]2C)cc1,-4%
O=C(CCC1CCCC1)N1CCN(S(=O)(=O)c2ccc(Br)cc2)CC1,11%

# 3 entries out of the list, arranged by SMILES length, high to low.
SMILES,L3MBTL1 block
COc1ccc(S(=O)(=O)N(C)C[C@H]2Oc3c(NC(=O)Nc4ccc(C(F)(F)F)cc4)cccc3C(=O)N([C@H](C)CO)C[C@@H]2C)cc1,-4%
Cc1noc(C)c1NC(=O)Nc1ccc2c(c1)C(=O)N([C@H](C)CO)C[C@H](C)[C@@H](CN(C)C(=O)Nc1ccc3c(c1)OCO3)O2,4%
O=C(CCC1CCCC1)N1CCN(S(=O)(=O)c2ccc(Br)cc2)CC1,11%

# New compounds follow
SMILES,L3MBTL1 block
Cc1ccc(SC(C)C(=O)N2CCN(c3ccccc3)CC2)cc1 (centres undefined),2%
CNC(=O)C(=O)Nc1ccc2c(c1)N(S(=O)(=O)c1cccs1)CCC2,11%
COc1ccc(-c2cccc(NS(=O)(=O)c3cccc([N+](=O)[O-])c3)c2)nn1,0%
Cc1ccc(C)c(OCCC(=O)OCC(=O)NCCNC(=O)COC(=O)CCOc2cc(C)ccc2C)c1,-1%
C=CC[C@@H](Cc1ccc(F)cc1)C(=O)OC[C@H]1CCCN1C(=O)[C@H](CC=C)CC(=O)NCCO,2%
COc1ccc(/C=N/NC(=O)CNS(=O)(=O)c2ccccc2)cc1,-6%
O=C(Nc1c[nH]c(=O)[nH]c1=O)c1ccccc1Cl,0%
CCN(CC)C(=O)c1cccc(NC(=O)c2cc(-c3ccccn3)nc3ccccc23)c1,-5%
OCC[C@H]1C[C@@H](O)[C@H](O)[C@]2(Cc3ccccc3O2)O1,0%
O=C(Nc1ccc(Br)cc1Cl)c1ccc2c(=O)n3c(nc2c1)CCC3,-6%
Cc1cc(C(=O)CN2C(=O)NC3(CCCCCC3)C2=O)c(C)n1C,-8%
CN(C(=O)CSc1cccc[n+]1[O-])C1CCCCC1,1%
COc1cccc(C(=O)NCCS(=O)(=O)N2CCCCC2)c1,-4%
Cc1ccccc1CN1CCCOCCS1(=O)=O,14%
Cc1ccccc1-c1cc(C(=O)NCc2ccco2)n(CC2CC(c3cccnc3)=NO2)n1 (centres undefined),-8%
COc1ccc(-c2csc(NC(=O)c3ccccc3F)n2)cc1,-6%[2.29 µM]
CCCCN(C(=O)CC1CCCC1)c1c(N)n(CCCC)c(=O)[nH]c1=O,-3%
O=C(NCC1CCCO1)c1cccc(S(=O)(=O)Nc2ccc(SC(F)F)cc2)c1 (centres undefined),-4%
O=C(c1cc(-c2ccccc2Cl)nc2ccccc12)N1CCC1,3%
O=C(Nc1ccccc1OC(F)F)c1ccc(S(=O)(=O)N2CCCC2)cc1,7%
Cc1cc(C(=O)O)cc(S(=O)(=O)Nc2c(C)nn(C)c2C)c1C,3%
O=C(Nc1cc(Cl)ccc1-n1cncn1)c1cc(F)c(F)c(F)c1F,-2%
COc1cc2c(-c3ccc4cc[nH]c4c3)c(-c3ccc(C#N)cc3)oc(=O)c2cc1OC,5%
CC(=O)Nc1ccc(OCc2cccc3ccccc23)cc1,-1%
COc1ccc(C(=O)c2c3ccc(OC)cc3[n+]([O-])n2Cc2ccc(C(N)=O)cc2)cc1,-3%

# An excerpt from above in order of their number in L3MBTL1 block, descending.
SMILES,L3MBTL1 block
C=CC[C@@H](Cc1ccc(F)cc1)C(=O)OC[C@H]1CCCN1C(=O)[C@H](CC=C)CC(=O)NCCO,2%
O=C(Nc1c[nH]c(=O)[nH]c1=O)c1ccccc1Cl,0%
O=C(Nc1ccc(Br)cc1Cl)c1ccc2c(=O)n3c(nc2c1)CCC3,-6%

# Following part.
SMILES,L3MBTL1 block
O=C1CN(C(=O)c2cccc([N+](=O)[O-])c2)CC(=O)N1,6%[2.29 µM]
Cc1ccc(S(=O)(=O)N2CCCCC2)cc1C(=O)N1C(C)CCCC1C (centres undefined),22%
COc1ccccc1NC(=O)N1CCCC1C(=O)NCc1ccccc1Cl (centres undefined),2%
O=[N+]([O-])c1ccccc1CN1CCN(Cc2ccc3ccccc3c2)CC1,-18%
Cc1sc2nc(CSC(C)C(=O)Nc3ccc(Cl)cn3)[nH]c(=O)c2c1C (centres undefined),2%
COc1ccccc1NS(=O)(=O)c1cc(NC(=O)c2cccc(S(=O)(=O)N(C)C)c2)ccc1N1CCOCC1,-15%
CCCCN(C(=O)CC1CCCC1)c1c(N)n(CCC)c(=O)[nH]c1=O,-4%
COc1ccc(C(=O)OCC(=O)NC2CCCCCC2)cc1OC,1%
CC(C)N(C(=O)[C@H]1C[C@H](CC(=O)NCC23CC4CC(CC(C4)C2)C3)C(=O)N2CCc3c([nH]c4ccc(Cl)cc34)[C@]12C)C(C)C,-8%
COc1ccc(-c2c(-c3cc(OC)cc(OC)c3)n(C)c3ccc(-c4ccc(OC)nc4)cc23)cc1,0%
COCCN(C(=O)c1ccc(OC2CCN(S(=O)(=O)N(C)C)CC2)cc1)C(C)C,2%

# Among those listed so far, eight contain two or more sulfur atoms:
SMILES,L3MBTL1 block
CSc1ccccc1NC(=O)C1=CC(c2cccs2)=NS(=O)(=O)N1C,-6%
O=C(Nc1nc(-c2ccccn2)cs1)c1cccc(S(=O)(=O)N2CCOCC2)c1,?
CCc1ccccc1NC(=O)CNC(=O)CSC(=S)N1CCCC1,0%
S=C(NC1CC1)SCc1ccco1,-1%
CNC(=O)C(=O)Nc1ccc2c(c1)N(S(=O)(=O)c1cccs1)CCC2,11%
O=C(NCC1CCCO1)c1cccc(S(=O)(=O)Nc2ccc(SC(F)F)cc2)c1 (centres undefined),-4%
Cc1sc2nc(CSC(C)C(=O)Nc3ccc(Cl)cn3)[nH]c(=O)c2c1C (centres undefined),2%
COc1ccccc1NS(=O)(=O)c1cc(NC(=O)c2cccc(S(=O)(=O)N(C)C)c2)ccc1N1CCOCC1,-15%

# From PubChem

# This is a subset; the hit share may differ from the screen's.
